# Assay outcomes deposited in PubChem BioAssay by several laboratories.
# Glyco luc inh – blocks N-linked glycosylation in D54 reporter cells. D54 ERlucT glycosylation luciferase reporter, 24 h; percent of 100 nM tunicamycin response. reporter increase, % at 12.5 µM. 0.23% of 360,000 active;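 active = mean luciferase reporter signal, scaled so untreated is 0 and the glycosylation-blocking control 100, at or above a set limit in every replicate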;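 note: luciferase carries N-glycosylation sites so blocking glycosylation raises the light; 0% = median of neutral control wells and 100% = median of 100 nM tunicamycin wells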
# aDG glyco up – alpha-DG glycosylation activation. Pro5-aDG cells, alpha-DG glycosylation AlphaScreen (IIH6); 0% Pro5, 100% B10-LARGE cell signal. activation, % at 10 µM. 0.22% of 360,000 active;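 active = activation of at least 8% versus controls, or a plate z-score of at least 8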;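 note: Pro5 are CHO cells carrying HIG-tagged alpha-DG that lacks glycosylation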
# PDI turbidity – blocks human protein disulfide isomerase activity | PDI insulin aggregation turbidity, A650, 90 min | 0.052% of 350,000 active | inhibition, % at 10 µM | AID 588391 | P07237;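 active = mean inhibition across replicates of 30% or more, whatever share of single replicates reach that level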;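 note: absorbance from insulin aggregation driven by PDI reduction with DTT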
# Target sequence (P07237 whole entry, looked up): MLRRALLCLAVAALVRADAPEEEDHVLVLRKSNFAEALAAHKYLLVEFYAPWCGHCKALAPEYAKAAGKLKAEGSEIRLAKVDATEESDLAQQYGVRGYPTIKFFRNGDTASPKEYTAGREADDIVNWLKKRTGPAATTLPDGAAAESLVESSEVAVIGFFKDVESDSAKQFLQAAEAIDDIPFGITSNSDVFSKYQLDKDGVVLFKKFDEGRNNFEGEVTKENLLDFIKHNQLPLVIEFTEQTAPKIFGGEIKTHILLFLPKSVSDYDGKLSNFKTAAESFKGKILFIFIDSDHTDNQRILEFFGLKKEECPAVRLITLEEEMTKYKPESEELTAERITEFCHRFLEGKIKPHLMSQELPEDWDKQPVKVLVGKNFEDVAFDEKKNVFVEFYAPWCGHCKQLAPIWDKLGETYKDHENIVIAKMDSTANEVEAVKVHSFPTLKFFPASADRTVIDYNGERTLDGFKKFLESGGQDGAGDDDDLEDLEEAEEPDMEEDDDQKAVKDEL
# iPSC survival up – hiPSC single-cell survival enhancement; ATPlite luminescence; 100% = ROCK inhibitor wells, 0% = DMSO; AID 602274; 0.044% of 360,000 active; survival enhancement, % at 20 µM; in the data active = survival enhancement above about 18%;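 note: cells exposed to compounds for 16 hours before the ATP read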
# ABCB6 inh MLPCN – inhibitors of human ABC transporter ABCB6. K562-ABCB6 porphyrin accumulation, flow cytometry, 1 h; stronger effect = lower value. 0.19% of 360,000 active. fluorescence ratio to DMSO, % at 10 µM;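 active = fluorescence ratio to DMSO below 75%, the collection mean minus 3 SD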;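 note: signal is porphyrin accumulated inside mitochondria; 100% equals median channel fluorescence of DMSO control wells; lower ratio means ABCB6 inhibition with less porphyrin fluorescence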
# CaV13 FRET inh – Disruptors of the CACNA1D IQ motif to Ca2+-dependent inactivation inhibitor domain association, primary screening, Förster resonance energy transfer in intact living …; HEK cells, CFP/YFP FRET ICDI-IQ, plate reader, 10 min; percent FRET-ratio fall versus neutral wells; inhibition, % at 12.3 µM; 0.098% of 340,000 active; AID 743397;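 active = mean replicate inhibition of at least 30% and at least 1% of replicates passing that level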;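 note: 0% = median of the neutral control wells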
# m5-HT2A agonist – activates the mouse 5-HT2A serotonin receptor | P35363 | CHO-K1 mHTR2A beta-arrestin complementation, luminescence; percent of 30 µM serotonin response | activation, % at 7.6 µM | 0.66% of 360,000 active;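 active = activation above a run cutoff, the mean activation of all tested compounds plus 3 SD, cut at about 14% in these data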;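 note: 0% = plate median of compound wells and 100% = 30 µM serotonin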
# Target sequence (P35363 whole entry, looked up): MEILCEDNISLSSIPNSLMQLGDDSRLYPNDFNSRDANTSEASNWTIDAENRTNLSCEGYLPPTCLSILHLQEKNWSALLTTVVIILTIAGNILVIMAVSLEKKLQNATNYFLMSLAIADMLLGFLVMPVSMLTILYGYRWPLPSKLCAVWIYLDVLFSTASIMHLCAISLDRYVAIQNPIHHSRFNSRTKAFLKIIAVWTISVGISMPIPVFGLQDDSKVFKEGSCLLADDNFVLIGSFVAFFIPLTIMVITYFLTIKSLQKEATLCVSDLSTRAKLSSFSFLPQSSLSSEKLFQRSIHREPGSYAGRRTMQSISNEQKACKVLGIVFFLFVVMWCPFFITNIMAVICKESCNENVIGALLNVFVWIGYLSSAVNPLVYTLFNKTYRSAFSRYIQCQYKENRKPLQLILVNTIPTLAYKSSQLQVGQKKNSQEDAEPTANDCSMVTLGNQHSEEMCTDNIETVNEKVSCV
# Granule exo inh – blocks lytic granule exocytosis; TALL-104 LAMP-1 surface exposure, flow cytometry; cells stimulated with thapsigargin and PMA; inhibition, % at 10 µM; 0.66% of 360,000 active; AID 651702;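 active = inhibition above about 55%, limit read from the data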
# H9c2 protect – myocardial damage modulation in H9c2 cells; H9c2 cardiomyocytes, H2O2 injury protection, ATPLite, 2 h; protection from H2O2 cell death, % at 20 µM; 0.63% of 360,000 active; AID 588492;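 active = compounds giving at least 50% protection of heart cells from peroxide-induced death in the single-dose screen, raw or plate-pattern-corrected value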;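 note: 0% = DMSO wells with peroxide and 100% = DMSO wells without peroxide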
# Vif imaging – blocks HIV Vif function; 0.35% of 340,000 active; inhibition, % at 7.49 µM; HEK293T cells, Vif self-association by quenched fluorescence, imaging, 24 h; in the data active = inhibition above about 50%, passing the limit was not always enough; note: some results filed as inactive read as strong as hits
# * = called active by the depositor; . = no result given; & = joins results of further samples.
SMILES,Glyco luc inh,aDG glyco up,PDI turbidity,iPSC survival up,ABCB6 inh MLPCN,CaV13 FRET inh,m5-HT2A agonist,Granule exo inh,H9c2 protect,Vif imaging
O=c1cnn(-c2ccccc2)c(-c2ccccc2)c1,6.2,0.8,-1.0,-3.6,103.0,-7.2,8.0,2.9,-2.0,-13.6
O=C(CN1C(=O)NC2(CCCc3ccccc32)C1=O)NCCc1ccc(F)cc1 (centres undefined),0.5,0.4,2.0,-1.1,99.0,-6.1,-3.1,5.4,-1.0,0.7
Oc1ccc(C=NC2CCCCC2)c(O)c1,1.8,0.0,-0.1,3.9,101.0,-5.4,1.5,2.0,2.5,3.6
CCCn1c(N)c(C(=O)CSc2nc(C)cs2)c(=O)[nH]c1=O,2.8,0.0,10.2,-1.1,106.0,-5.5,1.6,-1.2,-18.4,-1.2
NC(c1csc(Nc2nncc3ccccc23)n1)C1CCCCC1 (centres undefined),-4.0,-0.5,-5.2,-1.7,102.0,-6.9,3.0,27.4,-11.9,2.6
COC(=O)c1c(NC(=O)CC2SCC(C(=O)OC)NC2=O)sc2c1CCCC2 (centres undefined),1.6,-0.1,0.1,-2.8,99.0,-5.5,-2.1,-2.7,4.7,1.1
CC1(c2cccc3ccccc23)NC(=O)N(CC(=O)NC2CCS(=O)(=O)C2)C1=O (centres undefined),2.5,0.0,1.9,0.0,101.0,-3.1,2.3,3.3,18.4,-7.6
Cc1c(C)c2c(OCC(=O)NC3CC3)cc3c(c2oc1=O)CCC(C)(C)O3,0.8,0.1,.,-1.5,98.0,.,-1.2,-4.1,18.8,0.3
Nc1ncc(-c2nnnn2-c2ccc(Cl)cc2)c(-c2ccc(Cl)cc2)n1,7.4,0.0,-10.4,1.8,94.0,-5.0,-2.4,0.4,-3.0,-6.2
COc1ccc(-c2noc(CCC(=O)N3CCC(c4cc(C)ccc4C)CC3)n2)cc1,1.3,-0.4,2.9,3.3,103.0,-2.8,10.6,-7.5,-23.4,-4.5
Cc1cc2c(cc1S(=O)(=O)NCc1ccccc1)OCC(=O)N2,1.9,-0.3,.,2.0,97.0,-6.1,3.1,2.2,-1.4,2.2
COc1ccc(CN(C)C(=O)CSc2nnc(C3CC3)n2C2CC2)cc1,4.7,-0.3,1.8,-0.3,98.0,-6.5,-1.4,3.5,-0.8,-3.2
Cc1cn2c(=O)c(C(=O)NCc3ccc4c(c3)OCO4)cnc2s1,1.3,-0.2,4.4,-0.5,98.0,-2.0,4.9,58.7*,0.8,-1.0
C=C(C)C1CC=C(C)C(=NNC(=O)c2ccncc2)C1 (centres undefined),5.3,0.3,0.5,2.3,97.0,-8.9,-6.1,-32.1,-2.0,10.1
O=C(COc1ccc([N+](=O)[O-])cc1Cl)NCC1CCCO1 (centres undefined),0.7,-0.1,2.4,-0.8,100.0,5.8,2.3,1.1,-11.4,1.6
CCCCCC(C)NC(=O)c1cc(S(=O)(=O)N2CCCCC2)ccc1N1CCOCC1 (centres undefined),0.0,0.0,-26.7,0.3,98.0,-4.6,-8.0,-1.2,2.6,-3.2
CCOC(=O)N1CCN(C(=O)CN2C(=O)CC(C)(C)S(=O)(=O)c3ccccc32)CC1,-1.1,0.1,3.1,-0.9,97.0,.,-0.3,9.1,-1.8,-5.4
CCN(C(=O)c1cc2c(=O)n3ccccc3nc2n1CCCOC)C1CCCCC1,-2.0,0.1,7.5,-0.2,84.0,-7.2,10.3,-2.3,9.7,-5.8
CCC1NC(=O)c2ccccc2N1c1cccc(Cl)c1 (centres undefined),-0.7,0.0,11.3,1.6,100.0,-0.1,1.0,4.1,9.4,-1.9
O=C1NC[C@H](CCCCN2CCN(CCc3ccccc3)C(=O)C2=O)N(Cc2ccccc2)C1=O,.,0.1,.,0.7,100.0,-6.4,-0.9,-4.0,.,.
CC(C)[C@H](CO)N(Cc1cccc(F)c1)c1nc(Nc2cccc(Cl)c2)c2ncn(C(C)C)c2n1,-6.7,0.0,0.7,0.7,99.0,-9.2,-8.3,-2.4,-15.6,2.0
Fc1ccc(C2CCNCC2COc2ccc3c(c2)OCO3)cc1 (centres undefined),1.3,0.4,15.3,-0.7,93.0,-13.5,-6.7,31.9,-1.2,-3.7
C=CCNC(=O)C1CCN(C(=O)c2ccc(-c3ccccc3)cc2)CC1,1.7,-0.1,6.4,-0.7,100.0,-1.2,-1.6,-5.6,0.5,-1.9
O=C(COC(=O)CSc1ccccc1)Nc1ccc(F)cc1F,1.3,-0.2,-2.6,-2.3,103.0,-5.8,0.0,-4.7,4.1,16.0
CC(C)Oc1ccc(N2CC(C(=O)Nc3ccccc3C(=O)NC3CC3)CC2=O)cc1 (centres undefined),-1.5,0.0,-4.9,-0.1,96.0,-5.9,-0.3,12.3,-5.1,-0.1
Cc1ccc(S(=O)(=O)N2CCN(C(=O)Cn3nc(C)c([N+](=O)[O-])c3C)CC2)cc1,2.0,0.2,2.0,0.1,94.0,-7.1,1.6,-0.2,-0.1,-2.3
Cn1cc(Br)c(C(=O)N2CCN(c3cccc(Cl)c3)CC2)n1,-1.7,0.0,1.3,-1.1,90.0,-3.4,-10.8,-1.0,4.8,-2.3
Cc1cc(N2CCOCC2)nc2ccc(NC(=S)NCCN(C)C)cc12,-1.0,0.1,0.1,-0.6,101.0,-17.8,3.1,12.4,7.1,6.6
COC(=O)c1sc2nc(CN3CCN(c4cccc(C(F)(F)F)c4)CC3)[nH]c(=O)c2c1C,0.5,-0.3,-6.3,0.4,110.0,-18.5,9.2,-1.1,0.4,-3.2
O=C(Nc1ccccc1)c1cccnc1NCCc1ccccc1,-7.9,-0.2,-2.9,0.0,100.0,-3.0,-4.0,3.5,-3.5,2.0
Cc1ccc2c(CC(=O)Nc3ccc(F)c(S(=O)(=O)N4CCOCC4)c3)coc2c1,0.9,0.0,0.8,-0.4,90.0,-14.2,-6.0,1.1,-4.1,-3.1
O=C(CN(C1CC1)S(=O)(=O)c1ccc(S(=O)(=O)N2CCCCCC2)cc1)Nc1ccccc1,4.1,0.0,-1.2,1.9,93.0,-5.3,1.7,0.0,-21.5,5.4
CCOC(=O)C1(CCc2ccccc2)CCN(Cc2ccc(C(=O)OC)cc2)CC1,-1.9,0.2,10.0,-0.8,96.0,-20.1,-9.8,21.2,-11.1,-2.9
Cc1csc(NC(=O)C2CCC(C)(C(=O)O)C2(C)C)n1 (centres undefined),1.8,-0.3,2.1,-1.7,98.0,-4.3,-1.2,2.9,1.0,10.7
O=C(NCc1cccnc1)c1ccc(CS(=O)(=O)Cc2ccc(Cl)cc2)o1,0.2,-0.3,9.7,3.3,94.0,.,1.7,9.2,-5.5,12.7
O=C(NCCC1CC1(Cl)Cl)Nc1ccccc1 (centres undefined),0.9,-0.1,6.6,1.1,104.0,-4.4,0.6,-11.6,3.6,6.0
O=C(CN1C(=O)C2C3CCC(C3)C2C1=O)OCC(=O)c1cccc([N+](=O)[O-])c1 (centres undefined),1.5,0.0,8.9,-1.4,103.0,-19.1,3.6,-2.7,4.9,-2.8
COCCN(CCOC)C(=O)c1ccc(CSc2nc3ccccc3s2)cc1,-2.8,0.2,8.2,-0.4,96.0,-4.4,-1.6,-0.2,-10.4,-19.4
Cc1ccc2nc(NCc3ccccc3)c(C#N)cc2c1,-0.6,0.0,5.5,-0.3,98.0,-4.9,-0.5,-4.6,-3.9,3.7
COc1cccc(CC(=O)OCC(=O)NC(Cc2ccccc2)C(C)=O)c1 (centres undefined),1.5,0.4,7.6,-0.1,92.0,-5.6,7.6,-4.6,5.3,1.1
COc1cccc(OCc2nc(-c3ccc(Br)o3)no2)c1,2.8,-0.2,0.8,-0.9,92.0,-1.1,0.4,-3.0,3.2,14.7
O=C(Nc1cccc(C(F)(F)F)c1)c1cc(-c2cccs2)on1,1.1,0.1,-0.3,2.2,101.0,-3.5,-5.8,0.7,-8.9,-2.2
O=C(NCCCN1CCCC1=O)c1c(O)nc2sccn2c1=O,1.2,0.0,-6.7,0.0,101.0,-5.6,2.0,-1.0,2.1,-8.9
CCOc1ccc(NC(=O)CSc2nc3ccsc3c(=O)n2CCCCCC(=O)O)cc1,1.1,-0.3,1.9,1.4,98.0,-4.7,2.4,4.8,-0.3,-2.2
COc1ccc(CCNC(=O)C23CCC(C)(C(=O)C2Br)C3(C)C)cc1OC (centres undefined),-2.2,0.0,13.9,-0.3,97.0,0.0,-3.9,-3.7,8.9,2.2
O=C(CN1C(=O)C2CCc3[nH]c4ccccc4c3C2C1=O)N1CCCC1 (centres undefined),-2.1,-0.1,4.6,1.3,90.0,-6.0,1.3,-8.6,13.3,7.3&2.1
COCc1cc(C)nc(SC)c1C#N,-0.5,0.2,-4.7,-0.7,104.0,-11.1,4.3,-1.1,-3.7,-9.9
C#Cc1ccc([C@H]2C=C(C(=O)OCC=C)O[C@@H](OCCCCO)C2)cc1,-1.0,-0.2,1.0,-0.3,98.0,-1.4,14.2,1.3,2.0,1.0
O=C1CCCN1CCCNS(=O)(=O)c1cccs1,0.8,0.0,-5.4,0.7,102.0,-2.3,-7.9,-3.5,1.7,7.6
COCCCNCCOc1ccc(C(C)(C)c2ccccc2)cc1,-7.1,4.0,-0.2,1.3,94.0,-3.1,-3.8,5.1,18.5,.
CCOC(=O)c1cc(C)nc(SC)c1C#N,0.5,0.2,2.4,-0.2,100.0,1.8,4.7,-10.1,2.5,7.2
Cn1/c(=N/N=C/c2ccc(N3CCOCC3)cc2)sc2ccccc21,1.6,-0.3,-7.3,-0.1,103.0,-6.3,-3.7,-1.5,-10.9,5.5
S=C(N/N=C/c1ccc2ncccc2c1)Nc1ccccc1,-16.7,0.3,-3.0,-2.7,101.0,-4.5,-1.2,3.1,7.1,-2.9
CCc1cc(C(=O)COc2ccccc2F)c(O)cc1O,0.9,0.1,-14.2,0.4,102.0,-8.5,-6.6,-0.8,-8.0,-14.5
CC(C)(C)OC(=O)NC(CCNC=C1C(=O)OC(C)(C)OC1=O)C(=O)O (centres undefined),-0.7,-0.1,9.4,-2.0,105.0,-7.4,2.4,-2.3,4.4,-19.0
C=CCN(C(=O)OC(C)(C)C)S(=O)(=O)NCc1ccccc1,2.9,0.1,2.9,7.7,104.0,-9.0,1.6,-3.5,-4.7,-6.5
O=C(Nc1cccc(-c2nn[nH]n2)c1)c1cccs1,0.0,0.1,-3.5,-0.6,100.0,.,1.6,-3.3,-0.6,-3.0
O=C(Cc1sc(Nc2ccccc2)nc1-c1ccccc1)NCc1ccccn1,-5.0,0.0,-6.7,-0.8,115.0,-11.8,-4.3,1.4,-11.0,-8.0
